# From PubChem BioAssay
# M. tuberculosis: growth inhibition of non-replicating M. tuberculosis (AID 488890) | Mycobacterium tuberculosis non-replicating, growth inhibition; higher % means a stronger effect | one-dose inhibition, % at 25 µM; IC50 in µM for titrated hits | actives 0.39% (n = 320,000); in the data active = a potency from the dose series; inconclusive = inhibition mostly from about 82% at the one dose, without a potency; inactive = the rest, 99 in 100 with inhibition below about 76%;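 note: plate controls were DMSO cells for no effect and high antibiotic wells for full effect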
# VEEV TC-83 Vero: inhibitors of VEEV TC-83 cytopathic effect, confirmation, Vero cells (AID 588727) | one-dose inhibition, % at 20 µM; IC50 in µM for titrated hits | Vero cells, VEEV TC-83 cytopathic effect inhibition; higher % means a stronger effect | actives 0.13% (n = 350,000); in the data active = a potency from the dose series; inconclusive = inhibition mostly from about 14% at the one dose, without a potency; inactive = the rest, 99 in 100 with inhibition below about 12%; note: strong numbers were not always called active
# H1N1 NS1A inhibition: H1N1 influenza NS1A inhibitors, functional cell based assay (AID 504329); inhibition, % at 12.5 µM, or IC50 in µM where a hit was titrated; actives 0.3% (n = 340,000); NS1A functional cell-based assay, percent inhibition; higher % means a stronger effect; in the data active = a potency from the dose series; inconclusive = inhibition above about 27% without an active follow-up result; note: strong numbers were not always called active
# Salmonella PhoP GFP: Inhibition of PhoP regulon, Salmonella typhi GFP reporter cells, confirmation, 4 h (AID 1850). actives 0.33% (n = 310,000). one-dose inhibition, % at 50 µM; IC50 in µM for titrated hits. Salmonella Typhi PhoP-promoter GFP reporter, fluorescence, 4 h; higher % means a stronger effect; in the data active = a potency from the dose series; inconclusive = inhibition mostly from about 25% at the one dose, without a potency; inactive = the rest, 99 in 100 with inhibition below about 19%;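 note: 0% = induced wells with vehicle and 100% = uninduced wells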
# M. tuberculosis HTS: M. tuberculosis growth inhibition, HTS (AID 449762); inhibition, % at 25 µM, or IC50 in µM where a hit was titrated; actives 0.59% (n = 330,000); M. tuberculosis H37Rv growth inhibition, 7H9 media; higher % means a stronger effect; in the data active = a potency from the dose series; inconclusive = inhibition above about 70% without an active follow-up result;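 note: bacterial growth assessed after seven days of incubation; strong numbers were not always called active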
# VEEV TC-83 Vero 10K pilot screen: also measured in VEEV TC-83 Vero; calls as there; inhibition, %; measured here: 10K pilot screen inhibition
# * = called active by the depositor; i = inactive; ? = inconclusive; · = no result given.
SMILES,M. tuberculosis,VEEV TC-83 Vero,H1N1 NS1A inhibition,Salmonella PhoP GFP,M. tuberculosis HTS,others
O=C(Nc1ccc2c(c1)C(=O)NC2=O)c1cc(Cl)ccc1Cl,3%,2.3%,6%,·,-10%,
Cc1csc(NC(=O)Cc2ccc(Br)cc2)n1,71%,1.8%,-4%,-5%,13%,
O=C(O)/C=C/C(=O)NCc1cn(-c2ccccc2)nc1-c1cccc(Br)c1,-7%,1.8%,8%,8%,1%,VEEV TC-83 Vero 10K pilot screen=0.7
CC(C)=CC(=O)OCC(=O)Nc1ncc(Cl)c(C)c1Cl,3%,2.8%,-1%,-1%,3%,
COc1ccc(C(c2sc3nc(C)nn3c2O)N2CC(C)OC(C)C2)cc1OC (centres undefined),-1%,0.9%,5%,-4%,-4%,VEEV TC-83 Vero 10K pilot screen=1.0
CC(C)Nc1nc(NC(C)(C)C)nc(Oc2ccc(=O)n(C)n2)n1,-2%,0.1%,13%,-5%,-6%,
COc1ccccc1NC(=O)C(C)OC(=O)C1COc2ccccc2O1 (centres undefined),6%,i,-22%,·,9%,
CCOc1cccc2sc(N(CCN(C)C)C(=O)CCS(=O)(=O)c3ccccc3)nc12,-3%,1.3%,-6%,-5%,-5%,
CSc1ncc(CN2CCc3c([nH]c4ccccc34)C2c2cccc(O)c2)cn1 (centres undefined),28%,4.8%,-9%,-6%,?,
C=CCNC(=O)c1cc2nc(C3CC3)cc(C(F)F)n2n1,4%,i,-4%,12%,0%,VEEV TC-83 Vero 10K pilot screen=0.3
CCCCNc1c2c3c(cccc3n(C)c1=O)C(=O)c1ccccc1-2,54%,2.6%,-45%,-306%,9%,
C[C@]12c3[nH]c4cc(-c5ccco5)ccc4c3CCN1C(=O)[C@@H](CC(=O)NCCc1ccccn1)C[C@@H]2C(=O)N1CCCCC1,·,i,2%,·,·,
COc1ccc(/C=C2\SC(=S)N(CCCC(=O)N3CCCCC3CCO)C2=O)cc1 (centres undefined),-4%,?,15%,0%,1%,
Clc1ccccc1OCc1nc(-c2ccccn2)no1,-3%,10%,-6%,1%,-2%,
COc1cc(OC)c(C(=O)/C=C/c2ccccc2)c(O)c1O,-9%,2.9%,-7%,13%,-8%,
Cn1c2ccccc2c2n[nH]c(=S)nc21,-17%,i,0%,-18%,-10%,
C=CCN1C(=O)C(CCCC)NC1=S (centres undefined),-11%,0.1%,1%,2%,6%,
Cc1nnc2c(SC(C)C)nc3ccccc3n12,0%,5.6%,-10%,-8%,-7%,
O=C(CSc1ccc(Cl)cc1)OCC(=O)N1CCN(c2ccccc2)CC1,·,0.9%,7%,·,·,
Cc1cc(NS(=O)(=O)c2ccc(NC(=O)Cc3ccc(Cl)c(Cl)c3)cc2)no1,·,1.7%,-7%,·,·,
COc1ccccc1N(C)S(=O)(=O)c1ccc(C(=O)OCC(=O)Nc2ccccc2F)cc1,41%,i,0%,-15%,32%,
CC(C(=O)NN=C(c1ccccc1)c1ccccc1)N1CCCC1 (centres undefined),-1%,i,-1%,12%,1%,
CCOC(=O)N1CCC(NC(=O)c2cccc3c2C(=O)N(Cc2cccnc2)C3)CC1,-2%,0.9%,-4%,-8%,-8%,
COc1ccccc1C(=O)NCCC(=O)N(C)CC(=O)Nc1c(Cl)cccc1Cl,-5%,1.3%,9%,0%,-14%,
COC(=O)c1ccc(Nc2nc(C)nc3c2nnn3Cc2ccccc2)cc1,9%,0.6%,-5%,0%,14%,
SMILES,M. tuberculosis,VEEV TC-83 Vero,H1N1 NS1A inhibition,Salmonella PhoP GFP,M. tuberculosis HTS,others
Cc1cc(Br)ccc1NC(=O)C1CCN(C(=O)c2ccco2)CC1,0%,i,-15%,0%,-12%,
Cc1cccc(C)c1OCc1nnc(SCC(=O)NCc2ccccc2)o1,?,i,6%,1%,17%,
N#CCSc1nnc(COc2ccccc2)n1-c1ccccc1,-14%,4.3%,1%,-3%,1%,
CC(SCC(=O)Nc1ccc(F)cc1)c1nc2ccccc2c(=O)[nH]1 (centres undefined),15%,6.0%,11%,-14%,-6%,
COc1ccc(CCNS(=O)(=O)c2csc(C(N)=O)c2)cc1OC,-9%,1.5%,15%,4%,6%,
O=c1[nH]c(=O)n(Cc2ccccc2)c2c1C(C(F)(F)F)(C(F)(F)F)N=C(c1ccco1)N2,31%,1.3%,-6%,-3%,-21%,
Cc1ccccc1OCc1nnc(SCC(=O)Nc2ccc(N3CCOCC3)c(Cl)c2)n1C,23%,5.4%,-6%,-3%,-8%,
c1ccc(-n2c(SCc3ccncc3)nnc2-c2ccco2)cc1,1%,0.8%,8%,-1%,-11%,
O=S(=O)(NCc1ccccc1F)NCc1ccccc1F,-8%,0.9%,-1%,-3%,4%,
CNc1nc(-c2ccc3c(c2)CCN3C(=O)c2ccccc2F)c(C)s1,18%,3.4%,6%,7%,10%,
O=C(c1ccccc1)N1CCN(CCc2ccccc2)CC1,-24%,0.9%,-4%,-7%,1%,
Cc1nn(C)cc1CNC(=O)Nc1cccc(Cl)c1,-4%,i,-1%,20%,-3%,
Cc1ccc2oc3nc(C)c(C(=O)Nc4cccc(C(F)(F)F)c4)cc3c(=O)c2c1,-4%,2.2%,1%,1%,-9%,
COc1ccc(-c2nc3nc(C)cc(=O)n3[nH]2)cc1,-14%,i,4%,2%,-1%,
O=C(NCCCCc1ccccc1)c1ccc(Br)cc1,?,0.6%,-3%,4%,10%,
COc1ccccc1CNC(=O)Cc1ccccc1,8%,0.0%,-2%,-6%,-5%,
COc1ccc(C(=O)NNC(=O)CCn2nnc(-c3ccc(Cl)cc3)n2)cc1OC,-2%,i,4%,0%,-3%,VEEV TC-83 Vero 10K pilot screen=0.3
Cc1ccc(CCCOC(=O)CN2CCCCC2)cc1,14%,1.4%,7%,2%,11%,
COc1ccc(CN2CCN(C(=O)C3CC(=O)N(C4CCCCCC4)C3)CC2)c(OC)c1OC (centres undefined),-4%,i,11%,-2%,0%,
Cc1cc(C)c2nc(N(CCCN(C)C)C(=O)c3ccc4c(c3)CCCC4)sc2c1,?,·,·,-4%,?,
COc1ccccc1-c1cc(SC)c(C#N)c(=O)o1,i,0.4%,-8%,-2%,6%,
CSc1ncc(CN2CCN(C(C)C)C(CCO)C2)cn1 (centres undefined),-4%,1.1%,7%,3%,6%,
Cc1cc(C)c2c(CN3CCCCC3)cc(=O)oc2c1,-19%,0.4%,0%,-3%,-3%,
Cc1ccc(-c2cc(C(=O)NN3CCOCC3)c3cc(Br)ccc3n2)o1,23%,4.3%,-3%,-3%,0%,
CCN1CCN(C(=S)c2ccc(Cl)cc2)CC1,2%,5.2%,1%,-15%,-1%,

# Pulled by structure from above (2):
SMILES,M. tuberculosis,VEEV TC-83 Vero,H1N1 NS1A inhibition,Salmonella PhoP GFP,M. tuberculosis HTS,others
CCN1CCN(C(=S)c2ccc(Cl)cc2)CC1,2%,5.2%,1%,-15%,-1%,
CC(SCC(=O)Nc1ccc(F)cc1)c1nc2ccccc2c(=O)[nH]1 (centres undefined),15%,6.0%,11%,-14%,-6%,

# The listing continues.
SMILES,M. tuberculosis,VEEV TC-83 Vero,H1N1 NS1A inhibition,Salmonella PhoP GFP,M. tuberculosis HTS,others
COc1cc(SC)ccc1C(=O)Nc1ccc(OCC(=O)N2CCOCC2)cc1,·,1.1%,4%,·,·,
CCCCNS(=O)(=O)c1ccc2nc(SCC(=O)Nc3cc(C)cc(C)c3)[nH]c2c1,6%,5.1%,3%,1%,-13%,
COC(=O)c1ccccc1OCC(=O)N1CCN(c2ccc(Cl)cc2)CC1,21%,1.4%,-6%,-1%,-3%,
COc1cccc(OC)c1C(=O)Nc1ccccc1N1CCCCC1,8%,i,-4%,2%,2%,
CCCC1=Nc2cc(C(=O)NCCN3CCOCC3)ccc2Sc2ccc(C)cc21,8%,i,1%,-3%,1%,
CC(C)CNC(=O)COC(=O)c1n[nH]c2ccccc12,-1%,1.7%,-3%,-5%,6%,
CCCOC(=O)c1ccc(NC(=O)COC)cc1,45%,2.9%,-8%,-2%,?,
CC(=O)c1cccc(NC(=S)NC(=O)c2ccccc2Br)c1,3%,i,6%,-1%,-17%,
COC(=O)C(C)(C)ONC(=O)Nc1ccccc1Br,3%,1.3%,-2%,1%,5%,
CCCCNC(=O)COc1ccccc1[N+](=O)[O-],-8%,0.1%,4%,1%,2%,
N#Cc1nc(Cc2cccc3ccccc23)oc1N1CCOCC1,18%,i,24%,0%,-4%,
COc1ccc(NC(=O)CSc2nnc(C)c3ccccc23)cc1,2%,5.5%,8%,2%,-2%,
CCOC(=O)c1[nH]c2ccccc2c1NC(=O)Nc1ccc(OC)cc1,-8%,6.7%,-14%,14%,10%,
Cc1cc(C(=O)CSc2nnc(-c3ccncc3)n2-c2ccccc2)c(C)n1C,37%,3.1%,27%,-7%,-9%,
O=C(NCCCn1ccnc1)C(Cc1ccccc1)N1C(=O)c2ccccc2C1=O (centres undefined),3%,1.2%,-13%,-5%,-5%,
COc1ccc2oc(=O)c(C(=O)N3CCCc4ccccc43)cc2c1,2%,0.8%,0%,7%,0%,
CC1=NN(c2ccccc2)C(=O)/C1=C/c1c(O)n(-c2ccc(F)c(Cl)c2)[nH]c1=O,0%,·,·,-8%,-3%,
COC(=O)C1=C(C)Nc2nnnn2C1c1cccnc1 (centres undefined),-5%,0.5%,-5%,-6%,1%,
CCc1ccccc1NC(=O)c1cc(S(=O)(=O)N(C)C)ccc1N1CCCC1,29%,2.1%,-8%,-7%,-7%,
O=C(NCCc1ccccc1F)C1CCCN1S(=O)(=O)c1ccc2ccccc2c1 (centres undefined),5%,i,8%,-3%,-6%,VEEV TC-83 Vero 10K pilot screen=6.6
COc1cc(C(=O)Nc2ccc(NC(=O)c3ccccc3)nc2)cc(OC)c1OC,4%,8.9%,7%,11%,-8%,
O=C(NCCCNCc1ccccc1)/C(=N\O)c1ccccc1,-9%,1.0%,-14%,1%,-8%,
COC(=O)c1ccsc1NC(=O)c1ccccc1,·,1.0%,-12%,-5%,-13%,
Cc1cc(C)cc(SCc2noc(C(=O)NCCCN3CCOCC3)c2C(=O)NCCCN2CCOCC2)c1,15%,1.0%,8%,3%,-11%,
Brc1ccc(/C=N/Nc2ncnc3c2cnn3Cc2ccccc2)cc1,-6%,i,-2%,-12%,3%,
SMILES,M. tuberculosis,VEEV TC-83 Vero,H1N1 NS1A inhibition,Salmonella PhoP GFP,M. tuberculosis HTS,others
Cc1onc(-c2c(Cl)cccc2Cl)c1C(=O)ONC(=O)c1cc(C(F)(F)F)cc(C(F)(F)F)c1,66%,0.5%,1%,1%,4%,
O=[N+]([O-])c1ccc2nc(-[n+]3c(-c4ccccc4)cc(-c4ccccc4)cc3-c3ccccc3)[nH]c2c1,66%,3.1%,12%,2%,27%,
Cc1cccc(N(C(=O)c2ccco2)C(C(=O)NC2CCCC2)c2ccco2)c1C (centres undefined),·,1.3%,8%,·,·,
COc1ccc(OC)c(-n2c(SCC(N)=O)nnc2-c2c[nH]c3ccccc23)c1,0%,i,38%,8%,-12%,
O=C(O)CC(CC(=O)Nc1ccccc1C(=O)O)c1ccccc1 (centres undefined),2%,0.1%,9%,-8%,-2%,
Cc1ccc(NC(=O)NCc2ccccn2)cc1,12%,0.9%,6%,-3%,1%,
C[C@H](NC(=O)c1ccco1)C(=O)Nc1ccc(C#N)cc1,-3%,i,8%,4%,-5%,
O=S(=O)(c1ccc2c(c1)OCCO2)N1CCN(Cc2ccc3c(c2)OCO3)CC1,-7%,i,-3%,-2%,-2%,
CCNc1ccc(Br)cc(C(=O)/C=C/c2c(Cl)cccc2Cl)c1=O,15%,i,4%,-4%,-17%,
CCN(CC)C(=O)c1ccc(NC(=O)c2ccc3c(c2)NC(=O)CS3)cc1,5%,2.5%,1%,·,7%,
Cc1ccc(C(=O)NCCSc2c(C)[nH]c3ccccc23)cc1[N+](=O)[O-],3%,6.0%,5%,-2%,3%,
Nn1c(Nc2ccccc2)nc2sc3c(c2c1=O)CCC3,·,0.8%,17%,·,·,
CCn1ncc(Br)c1C(=O)Nc1cc(C(=O)OC)ccc1C(=O)OC,-2%,i,2%,6%,0%,
COc1ccccc1N(C(=O)CNC(=O)c1ccco1)C(C(=O)NC1CCCC1)c1ccco1 (centres undefined),16%,1.5%,-2%,5%,6%,
CCOc1ccc(NC(=O)/C(C#N)=C/c2cn(CC(=O)O)c3ccccc23)cc1,24%,0.3%,-9%,-7%,3%,
O=C(CSc1ccc(Cl)cc1)NC(=O)NCc1ccco1,?,0.8%,-14%,9%,6%,
